PME-1 inh = blocks human protein phosphatase methylesterase 1; recombinant PME-1, FP-Rh probe fluorescence polarization; 320,000 tested, 0.53% active; inhibition, % at 5.9 µM; Q9Y570; AID 2130;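 active = inhibition above the campaign mean of all compounds plus 3 SD, cut at about 26% in these data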;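 note: competitive labeling of PME-1 active site by serine hydrolase directed probe; 0% = PME-1 with DMSO and 100% = wells lacking PME-1 enzyme; inhibitors block probe labeling so polarization falls and inhibition rises; many of its hits are not listed in these tables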
PAD4 FP inh = PAD4 (human) enzyme inhibition | Q9UM07 | recombinant PAD4, RCA probe fluorescence polarization | inhibition, % at 6.36 µM | 330,000 tested, 0.41% active | AID 485272;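 active = percent inhibition above a cutoff equal to the mean of all tested compounds plus 3 SD, cut at about 15% in these data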;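 note: 0% = PAD4 with RCA probe and DMSO and 100% = probe without PAD4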
Target sequence (Q9UM07 whole entry, looked up): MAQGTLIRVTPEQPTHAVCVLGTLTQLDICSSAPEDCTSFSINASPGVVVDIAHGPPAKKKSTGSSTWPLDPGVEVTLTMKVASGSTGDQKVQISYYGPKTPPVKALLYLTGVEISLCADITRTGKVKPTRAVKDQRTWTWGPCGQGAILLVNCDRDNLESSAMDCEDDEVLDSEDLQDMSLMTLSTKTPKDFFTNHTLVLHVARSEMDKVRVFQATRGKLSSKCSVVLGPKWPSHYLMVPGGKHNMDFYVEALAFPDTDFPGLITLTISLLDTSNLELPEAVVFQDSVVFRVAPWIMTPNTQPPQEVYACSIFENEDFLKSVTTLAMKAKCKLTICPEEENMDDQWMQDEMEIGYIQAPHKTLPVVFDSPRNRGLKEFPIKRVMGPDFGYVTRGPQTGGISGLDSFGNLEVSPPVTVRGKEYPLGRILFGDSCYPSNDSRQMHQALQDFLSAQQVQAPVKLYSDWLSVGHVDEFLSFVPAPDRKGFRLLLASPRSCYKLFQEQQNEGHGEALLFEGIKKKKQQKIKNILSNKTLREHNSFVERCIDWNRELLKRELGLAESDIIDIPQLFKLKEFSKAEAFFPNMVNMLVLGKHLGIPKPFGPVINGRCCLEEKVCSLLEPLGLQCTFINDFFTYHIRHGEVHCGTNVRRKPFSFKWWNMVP
PAFAH1B3 FP inh = inhibitors of human PAFAH1B3. Q15102. recombinant PAFAH1B3, FP-rhodamine probe, fluorescence polarization. inhibition, % at 3.39 µM. 340,000 tested, 0.28% active;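 active = inhibition above the screen-wide average of all tested compounds plus 3 SD, cut at about 25% in these data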;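 note: 0% = enzyme with DMSO only and 100% = wells lacking PAFAH1B3 protein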
PAFAH2 inh = PAFAH2 (human) inhibition | Q99487 | recombinant PAFAH2, FP-rhodamine activity probe, fluorescence polarization | inhibition, % at 3.39 µM | 340,000 tested, 0.99% active | AID 492956;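 active = inhibition above the mean over all tested compounds plus 3 SD, cut at about 30% in these data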;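 note: inhibitors block probe labeling of enzyme so polarization drops; 0% = enzyme with DMSO and 100% = wells lacking PAFAH2 protein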
PAFAH1B2 inh = inhibitors of human PAFAH1B2; P68402; 340,000 tested, 1.2% active; inhibition, % at 3.39 µM; recombinant PAFAH1B2, FP-rhodamine activity probe, fluorescence polarization;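 active = inhibition above the mean of all tested compounds plus 3 SD, cut at about 24% in these data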;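 note: 0% = enzyme with DMSO and 100% = wells lacking PAFAH1B2; many of its hits are not listed in these tables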
pPAFAH FP inh = pPAFAH (human) enzyme inhibition; recombinant pPAFAH, FP-rhodamine probe fluorescence polarization; inhibition, % at 3.39 µM; 330,000 tested, 1.5% active; AID 463082;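 active = inhibition above the mean inhibition across the screen plus 3 SD, cut at about 25% in these data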;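 note: inhibitors block binding of the rhodamine activity-based probe so polarization drops; 0% = enzyme with DMSO and 100% = wells lacking pPAFAH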
LYPLA2 inh = blocks human lysophospholipase 2, a PME1 counter-screen; O95372; recombinant LYPLA2, FP-Rh probe fluorescence polarization; inhibition, % at 5.9 µM; 320,000 tested, 0.38% active;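 active = inhibition above the screen-wide mean plus 3 SD, limit set per campaign, cut at about 26% in these data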;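 note: 0% = LYPLA2 with DMSO and 100% = wells lacking LYPLA2 enzyme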
LYPLA1 counter = counter-screen for PME1 inhibitors: inhibitors of human LYPLA1; AID 2174; 320,000 tested, 0.16% active; recombinant LYPLA1, FP-Rh probe fluorescence polarization; inhibition, % at 5.9 µM; O75608;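 active = inhibition above the mean of all tested compounds plus 3 SD, set per campaign, cut at about 14% in these data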;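 note: inhibitors block serine hydrolase probe labeling of LYPLA1 so polarization falls; 0% = enzyme with DMSO and 100% = wells lacking LYPLA1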
Target sequence (O75608 whole entry, looked up): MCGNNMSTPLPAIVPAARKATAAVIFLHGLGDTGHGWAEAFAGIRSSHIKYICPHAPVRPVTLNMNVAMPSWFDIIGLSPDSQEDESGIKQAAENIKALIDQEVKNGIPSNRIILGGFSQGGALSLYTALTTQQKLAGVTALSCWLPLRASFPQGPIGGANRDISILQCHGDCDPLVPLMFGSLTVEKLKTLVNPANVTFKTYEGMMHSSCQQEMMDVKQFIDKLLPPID
GSTO1 inh = blocks human GSTO1 in RBBP9 counter-screen; P78417; recombinant GSTO1, activity-based probe fluorescence polarization; inhibition, % at 5.96 µM; 300,000 tested, 1.1% active; AID 1974;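 active = inhibition above the campaign mean inhibition plus 3 SD, cut at about 35% in these data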;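 note: 0% = GSTO1-1 with DMSO and 100% = wells lacking GSTO1-1 enzyme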
Active calls of the source: *; x = not tested or not shown. A portion of the library; the hit share may differ from the screen's.

SMILES	PME-1 inh	PAD4 FP inh	PAFAH1B3 FP inh	PAFAH2 inh	PAFAH1B2 inh	pPAFAH FP inh	LYPLA2 inh	LYPLA1 counter	GSTO1 inh
COc1ccc(OC)c(N(CC(=O)NCc2ccccc2)S(=O)(=O)c2ccc(OC)c(OC)c2)c1	3	-7	12	1	3	3	-3	1	2
CCOc1ccccc1-n1nnnc1SCC(=O)O	3	-3	0	4	-1	4	6	1	4
CN(N)c1nc2ccccc2nc1C(F)(F)F	1	-4	x	x	x	0	2	1	0
CCN(CC)CCN1C(=O)c2ccccc2NC1c1cc(OC)c(OC)c(OC)c1 (stereo not given)	-5	1	1	-1	0	1	-1	2	10
COc1ccc(CNc2nccs2)cc1	-6	-2	13	-2	2	2	-5	-2	-2
Cc1nc2ccc(S(=O)(=O)NCC(=O)N3CCCCC3)cc2s1	2	2	-4	0	0	-3	5	-1	12
CC(C)OCCCNC(=O)CN1CCN(Cc2ccccc2Cl)C1=O	-6	3	5	5	5	1	-4	-6	-4
CN=c1scc(-c2cc(OC)ccc2OC)n1/N=C/c1c(C)[nH]c2ccccc12	17	-22	8	-9	2	8	-7	-7	-4
COCCCn1c(=O)/c(=C\c2ccccc2OC(F)F)s/c1=C(/C#N)C(=O)N1CCOCC1	-2	0	7	3	4	6	-2	-3	-5
Cc1ccc(O)c(C(=O)c2cc(C#N)c(=O)n(Cc3ccccc3)c2)c1	0	-2	7	1	2	2	-4	-2	5
COC(=O)CCNCCSc1nnc(-c2ccco2)n1Cc1ccccc1	-3	-3	-2	2	4	3	3	3	-1
Cc1ccc(NC(=O)C2=CCN(S(=O)(=O)c3ccc(F)cc3)CC2)cc1	0	-1	8	-4	5	8	-5	2	2
O=C(Nc1cc(S(=O)(=O)N2CCCCC2)ccc1N1CCOCC1)c1cc(=O)[nH]c2ccccc12	3	2	7	23	6	7	32*	-2	2
NC1=NC[C@H](Cc2ccccc2)N1CCc1cc(C(F)(F)F)cc(C(F)(F)F)c1	2	-6	9	-1	0	1	-4	0	4
Cc1ccc(COC(=O)c2ccc3ccccc3n2)cc1	-4	-4	7	3	9	14	-1	-3	5
O=[N+]([O-])c1cccc(-c2nnc3cccc(Cl)n23)c1	13	2	10	5	6	-3	6	8	1
COc1ccc(N(C(=O)Cn2nnc(-c3ccccc3F)n2)C(C(=O)NCC2CCCO2)c2ccc(Cl)cc2)cc1 (stereo not given)	-3	-1	-2	-4	0	-7	-3	0	7
Cn1c(=O)c2c(SCC(=O)N3CCOCC3)nc(C3CCCCC3)nc2n(C)c1=O	-2	5	x	x	x	0	-3	-3	-2
CCn1c(SCc2nc3scc(-c4ccccc4)c3c(=O)[nH]2)nnc1-c1ccc(Cl)cc1	8	-3	7	-11	5	-5	6	-4	1
CC1(c2ccc(OC(F)F)cc2)NC(=O)N(/N=C/c2c(O)ccc3ccccc23)C1=O (stereo not given)	-17	0	-3	-22	0	-9	-23	-11	-6
Cc1ccc(SCc2cc(=O)[nH]c(/N=C(\N)Nc3ccc(C)c(C)c3)n2)cc1	-1	-6	2	-4	4	7	-4	-1	5
O=C1[C@H]2[C@@H](/C=C/c3ccccc3)N3C(=O)CN(Cc4ccccn4)C(=O)[C@@]3(Cc3ccccc3)[C@H]2C(=O)N1c1ccccc1	-6	-2	5	1	-2	6	4	4	4
O=C(NCc1ccc(Cl)cc1)C1CCC(CNc2c(N3CCOCC3)c(=O)c2=O)CC1 (stereo not given)	-1	4	4	7	3	1	5	4	9
CCCn1c2c(c(=N)c3c1CCC3)CCC2	3	-1	10	10	3	-4	1	2	9
Nc1cc(C(=O)O)ccc1Nc1ccccc1	-5	2	9	2	0	27*	-4	-2	11
COc1ccccc1-c1nnc2sc(COc3ccccc3)nn12	2	2	5	-3	7	2	-4	-1	3
O=C(NCCc1cnc[nH]1)c1cccs1	-5	3	3	2	11	4	1	-3	2
CC(=C1C(=O)c2ccccc2C1=O)N1CCC(C(N)=O)(N2CCCCC2)CC1	1	-1	0	5	6	2	-3	-3	1
C=CCn1c(SCC(=O)O)nnc1-c1ccc(C(C)(C)C)cc1	2	-3	6	3	10	4	6	-2	5
COCc1cc(=O)[nH]c(/N=C(\N)Nc2ccc(C)cc2C)n1	-8	-5	2	-4	2	6	5	1	-19
COc1cccc(N(CC(=O)N2CCN(C)CC2)S(=O)(=O)c2ccc(C)cc2)c1	0	1	5	-4	5	4	-6	-5	-6
Cc1ccc(C)c2sc(NC(=O)c3ccc(N4C(=O)CCC4=O)cc3)nc12	2	-1	-5	1	7	4	-4	-6	0
Cc1cc(C(=O)NC2Cc3ccccc3C2)c(C)o1	3	-2	12	6	7	-3	6	3	-4
Cc1ccc(NC(=O)Cn2c(=O)c3cccn3c3ccccc32)c(C)c1	3	0	-10	-4	0	4	2	1	2
CCN(C(=O)c1cc2c(=O)[nH]c3ccc(C)cc3c2s1)c1ccc(OC)cc1	0	-7	11	1	9	-5	-7	-2	-13
CC(=O)Nc1ccc(C#Cc2ccc(NC(C)=O)cc2)cc1	-4	-1	0	5	-1	1	-7	-6	-32
Cc1cccc(Nc2n[nH]c(=S)s2)c1C	6	-1	12	-2	4	7	-4	-4	8
CC1CC(C)(C)CC2(C1)NC(=O)N(CC(=O)OCc1ccc(Br)cc1)C2=O (stereo not given)	-4	-2	-1	-3	-1	1	6	-2	x
O=C(CN(Cc1ccc2c(c1)OCO2)C(=O)CNS(=O)(=O)c1ccccc1)NCC1CCCO1 (stereo not given)	-2	-5	2	-5	-2	3	-2	0	8
COc1ccc(/C=C2\SC(=S)N(CCC(=O)Nc3ccc(C(=O)O)cc3)C2=O)cc1	2	4	6	-4	6	5	8	1	8
COc1ccc(C(=O)NC(=S)Nc2ccc(N3CCCC3)cc2)cc1OC	-3	-4	-1	-6	4	4	2	-3	-6
Cc1ccc(NC(=S)N(CCCN2CCN(C)CC2)Cc2cccs2)cc1	2	-2	7	3	1	0	6	-1	-1
Cc1ccc(CN(Cc2cccnc2)C(=O)CN2C(=O)COc3ccccc32)o1	-5	2	6	1	2	5	0	-1	5
Cc1noc(C(=O)NC2CCCCC2)c1Cl	-3	-3	12	6	9	-4	8	5	0
CCOc1cc(C2C(C(=O)c3ccco3)=C(O)C(=O)N2CC2CCCO2)ccc1O (stereo not given)	-5	0	2	-6	12	1	0	1	4
Cc1ccc(CCNS(=O)(=O)c2cc3c(cc2C)n(C)c(=O)c(=O)n3C)cc1	-1	-3	2	5	14	4	5	0	1
COc1cc(Br)cc(-c2nc3c(c(=O)[nH]c(=O)n3Cc3ccccc3)n2C)c1O	11	6	-2	11	4	2	-2	-5	13
CN1/C(=C/C(=O)C2CCC2)Sc2ccccc21	-5	-6	12	1	3	-3	-4	1	-4
O=C(Nc1ccc(Cl)c(Cl)c1)N1CCCCCC1	-2	1	19	0	4	-5	-1	-1	0
c1ccc(NC(=NCc2ccco2)c2ccccc2)cc1	-2	6	-6	2	3	-4	1	0	12

The results go on.
SMILES	PME-1 inh	PAD4 FP inh	PAFAH1B3 FP inh	PAFAH2 inh	PAFAH1B2 inh	pPAFAH FP inh	LYPLA2 inh	LYPLA1 counter	GSTO1 inh
O=C(Nc1nccs1)c1cc(Cl)ccc1[N+](=O)[O-]	9	-3	2	-7	-9	-6	2	6	-3
COc1ccccc1N1CCN(Cc2nc(N)nc(Nc3ccc(C)c(Cl)c3)n2)CC1	3	-3	5	2	5	3	1	-3	-1
Cn1nnc(NC(=S)NC(=O)c2cc3ccccc3o2)n1	3	2	2	-1	4	-2	1	2	15
Cc1ccc(C(=O)CCS(=O)(=O)c2ccc(Cl)cc2)cc1	2	5	8	-10	6	-5	7	2	12
CC(C)C(=O)Nc1ccccc1C(=O)N/N=C/c1ccc([N+](=O)[O-])cc1	-6	5	-16	2	3	3	0	-4	-5
CCOC(=O)CC/C(C)=N\N=C1\SC(CC(=O)O)C(=O)N1c1ccccc1 (stereo not given)	-2	5	-1	4	2	4	5	4	1

An excerpt of these results, with each value named:
> CCn1c(SCc2nc3scc(-c4ccccc4)c3c(=O)[nH]2)nnc1-c1ccc(Cl)cc1
  PME-1 inh = 8 | PAD4 FP inh = -3 | PAFAH1B3 FP inh = 7 | PAFAH2 inh = -11 | PAFAH1B2 inh = 5 | pPAFAH FP inh = -5 | LYPLA2 inh = 6 | LYPLA1 counter = -4 | GSTO1 inh = 1

> Cc1nc2ccc(S(=O)(=O)NCC(=O)N3CCCCC3)cc2s1
  PME-1 inh = 2 | PAD4 FP inh = 2 | PAFAH1B3 FP inh = -4 | PAFAH2 inh = 0 | PAFAH1B2 inh = 0 | pPAFAH FP inh = -3 | LYPLA2 inh = 5 | LYPLA1 counter = -1 | GSTO1 inh = 12

Some of the entries so far, bar-delimited:
SMILES | PME-1 inh | PAD4 FP inh | PAFAH1B3 FP inh | PAFAH2 inh | PAFAH1B2 inh | pPAFAH FP inh | LYPLA2 inh | LYPLA1 counter | GSTO1 inh
Cc1ccc(NC(=S)N(CCCN2CCN(C)CC2)Cc2cccs2)cc1 | 2 | -2 | 7 | 3 | 1 | 0 | 6 | -1 | -1
Cc1ccc(CN(Cc2cccnc2)C(=O)CN2C(=O)COc3ccccc32)o1 | -5 | 2 | 6 | 1 | 2 | 5 | 0 | -1 | 5
Cc1noc(C(=O)NC2CCCCC2)c1Cl | -3 | -3 | 12 | 6 | 9 | -4 | 8 | 5 | 0
CCOc1cc(C2C(C(=O)c3ccco3)=C(O)C(=O)N2CC2CCCO2)ccc1O (stereo not given) | -5 | 0 | 2 | -6 | 12 | 1 | 0 | 1 | 4
Cc1ccc(CCNS(=O)(=O)c2cc3c(cc2C)n(C)c(=O)c(=O)n3C)cc1 | -1 | -3 | 2 | 5 | 14 | 4 | 5 | 0 | 1
COc1cc(Br)cc(-c2nc3c(c(=O)[nH]c(=O)n3Cc3ccccc3)n2C)c1O | 11 | 6 | -2 | 11 | 4 | 2 | -2 | -5 | 13
CN1/C(=C/C(=O)C2CCC2)Sc2ccccc21 | -5 | -6 | 12 | 1 | 3 | -3 | -4 | 1 | -4
O=C(Nc1ccc(Cl)c(Cl)c1)N1CCCCCC1 | -2 | 1 | 19 | 0 | 4 | -5 | -1 | -1 | 0
c1ccc(NC(=NCc2ccco2)c2ccccc2)cc1 | -2 | 6 | -6 | 2 | 3 | -4 | 1 | 0 | 12
O=C(Nc1nccs1)c1cc(Cl)ccc1[N+](=O)[O-] | 9 | -3 | 2 | -7 | -9 | -6 | 2 | 6 | -3
COc1ccccc1N1CCN(Cc2nc(N)nc(Nc3ccc(C)c(Cl)c3)n2)CC1 | 3 | -3 | 5 | 2 | 5 | 3 | 1 | -3 | -1
Cn1nnc(NC(=S)NC(=O)c2cc3ccccc3o2)n1 | 3 | 2 | 2 | -1 | 4 | -2 | 1 | 2 | 15

Source: PubChem BioAssay (The Scripps Research Institute Molecular Screening Center)
